Autophagy mod: modulators of autophagy; MEF GFP-LC3 puncta imaging; test concentration mostly 10 µM; calls only at 10 µM (by protocol); 190,000 compounds, 0.98% hits; AID 463193;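 active = percentage of spot-positive cells more than 3 SD above its plate mean, without a fluorescence outlier flag or 80% toxicity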;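 also: spot-positive cell cutoff set from DMSO-treated cells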
MT stabilizer: microtubule stabilizers in HeLa cells; HeLa tubulin immunostaining HCS, 24 h; share of cells brighter than vehicle mean+2SD; % tubulin-high responders, % at 10 µM; 200,000 compounds, 0.83% hits;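 active = plate Z-score above 3 for both tubulin-high and condensed-nucleus cell shares, with cell loss under 80%, at 10 µM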;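 also: anti alpha tubulin signal scored within the nucleus-defined area of each cell; some results filed as inactive read as strong as hits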
Lipid droplet: hepatic lipid droplet formation modulation. AML12 mouse hepatocytes, oleate lipid droplets, BODIPY imaging. inhibition, % at 6.5 µM. 240,000 compounds, 0.4% hits. AID 1656;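 active = lipid droplet intensity inhibited by at least 50%, with more than 500 cells counted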
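Assay system: AML12 mouse liver cells | Compound: 6.5 µM single-point dosing | Schedule: Overnight exposure | Technique: Fluorescence imaging, 20x objective, two fields per well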
PMI inhibition: MPI inhibition at elevated mannose 6-phosphate – biochemical, fluorescence intensity, high mannose 6-phosphate, primary screen (AID 1220). one-dose inhibition, % at 20 µM; IC50 in µM for titrated hits. recombinant PMI enzyme, coupled fluorescence intensity; higher % means a stronger effect. 190,000 compounds, 0.66% hits
b-catenin transl: alters nuclear translocation of beta-catenin in HeLa cells; 190,000 compounds, 0.3% hits; immunofluorescence imaging; nuclear translocation activity, % at 5 µM;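 active = nuclear translocation activity above 50% at 5 µM, with a well cell count of 50 or more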;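 also: per-cell ratio of nuclear to cytoplasmic median beta-catenin stain intensity; plate controls were DMSO negative control for no effect and GSK-3 inhibitor IX positive control for full effect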
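Assay system: human HeLa cells, native beta-catenin; doses: 5 µM primary, 0.02–20 µM confirmation; incubation: compound treatment 24 h, 37°C, 5% CO2; technique: fluorescence imaging of beta-catenin antibody stain plus DAPI; measure: % activation, nuclear-to-cytoplasmic median beta-catenin signal ratio per cell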
Ins promoter up: MIN6 insulin promoter up-regulation | z-score at 5 µM | 190,000 compounds, 0.3% hits | MIN6 insulin promoter-GFP reporter, high-content imaging; stronger effect = higher value;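 active = z-score above 3 at 5 µM with at least 500 cells counted in the well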
PMI inhibitors: inhibitors of human PMI, primary screen, biochemical, fluorescence intensity, coupled assay (AID 1209) | purified PMI enzyme, coupled fluorescence intensity; higher % means a stronger effect | inhibition, % at 20 µM; hits with a dose series show IC50 in µM | 190,000 compounds, 0.42% hits;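 also: plate controls were DMSO vehicle for no effect and wells lacking substrate for full effect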
TNAP activators: human TNAP enzyme activators, primary screen, biochemical, luminescent, no phosphate acceptor, uHTS (AID 1001); purified TNAP, luminescent activation assay, no phosphate acceptor; higher activation fold means a stronger effect; 200,000 compounds, 0.03% hits; activation fold at 20 µM, or EC50 in µM where a hit was titrated; in the data active = activation fold from about 3, or a potency from the dose series; inactive = the rest, 99 in 100 with activation fold below about 1.6; also: many of its hits are not listed in these tables
T cell modulator: T cell immune modulators affecting CD8 T cell-vesicle binding; 2C CD8+ T cell-vesicle binding, flow cytometry; stronger effect = lower value; AID 2052; calls only at 7 µM; 330,000 compounds, 0.068% hits;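 active = response, share of CD8 T cells binding vesicles, and their 90th percentile fluorescence all below set limits, cut at about 80% in these data, passing the limit was not always enough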
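Material: murine 2C transgenic CD8+ T lymphocytes / Also added: QL9-peptide-loaded Drosophila micro-vesicles bearing Ld, ICAM-1 and B7-1 / Schedule: binding step 1.5 h, 37 °C, antibody labelling 20 min, ice / Signal: flow cytometry, PE anti-B7-1 (FL2) versus Alexa647 anti-CD8 (FL8), PFA-fixed / Evaluation: percent CD8+ FL2 mean versus row control / Benchmarks: naked versus QL9-loaded vesicles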
Ins promoter up cell count: also measured in Ins promoter up; calls as there; cell count; measured here: cytotoxicity, nuclei count;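 total cells summed across four imaged fields per well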
Lipid droplet cells 6.5 µM: second read-out of Lipid droplet, no call of its own (marks repeat the call); cell count; measured here: cell count, cytotoxicity flag;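 cells counted across two imaged fields per well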
b-catenin transl cell count 5 µM: recorded beside b-catenin transl, whose call it bears; cell count; measured here: cell count, cytotoxicity flag
T cell modulator vesicle-bound %: further read-out of T cell modulator, marked with its call; double positive events, %; measured here: CD8+ vesicle-bound cell fraction;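 binding gate set so that unloaded-vesicle control wells show 10% double positive cells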
MT stabilizer Hoechst-high %: recorded beside MT stabilizer, whose call it bears; % Hoechst-high responders; measured here: nuclear condensation Hoechst responders;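 share of cells brighter than vehicle mean plus two SD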
MT stabilizer cytotoxicity %: recorded beside MT stabilizer, whose call it bears; toxicity, %; measured here: cytotoxicity by cell density;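 0% = mean cell density of plate MIN control wells and 100% = no cells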
Autophagy mod cell loss 18 h: recorded beside Autophagy mod, whose call it bears; toxicity, %; measured here: cell loss, nuclei count;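 cell loss after 18 h compound exposure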
* marks the source's active call; other numbers are inactive results; i = inactive; · = not tested or not shown. Rule as the data show it, unless noted: active = inhibition above about 50%; inactive = the rest.

Values in the order – T cell modulator vesicle-bound %	Autophagy mod	PMI inhibitors	Lipid droplet	PMI inhibition	TNAP activators	MT stabilizer Hoechst-high %	Lipid droplet cells 6.5 µM	Ins promoter up	MT stabilizer	Ins promoter up cell count	Autophagy mod cell loss 18 h	b-catenin transl cell count 5 µM	b-catenin transl	MT stabilizer cytotoxicity %	T cell modulator
Clc1ccc(/C=N\Nc2ccccc2)cc1
→ 54	·	·	0	·	·	·	646	-0.97	·	980	·	1288	-0.2	·	i
CC1(c2ccc(Cl)c(Cl)c2)NC(=S)N2C1NC(=S)N2c1ccccc1 (stereo not given)
→ 54	i	2%	·	-5%	1.1	1.8	·	0.58	2.1	1508	-10	905	-4.4	6.6	i
CC1CN(c2nnc(-c3ccccc3)c3ccccc23)CC(C)O1 (stereo not given)
→ 51	i	-4%	8	-4%	1.1	2.8	693	0.34	3.5	1310	-3	1130	-5.1	4.1	i
O=C(Nc1cccn(Cc2c(F)cccc2Cl)c1=O)NC1CCCCC1
→ 14	i	6%	-7	17%	1.1	32*	573	0.37	17*	1599	10	1085	-0.7	33*	i
CCCC(=O)c1cc(F)c(N2CCN(CCC#N)CC2)cc1C
→ 38	i	6%	·	6%	1.1	4.4	·	-0.07	3.9	1000	-2	1120	1.5	7.0	i
C/C(=N/NC(=O)CNC(=O)c1ccc2c(c1)OCO2)c1ccc2c(c1)CCCC2
→ 19	i	12%	-8	14%	0.9	3.8	728	-0.26	4.5	1166	-2	1084	-1.1	6.8	i
Cc1csc(=Nc2c(C)n(C)n(-c3ccccc3)c2=O)n1-c1ccccc1
→ 32	i	2%	-6	5%	1.2	3.8	699	1.2	3.6	1259	45	1142	1.5	5.2	i
CCOC(=O)CCn1nc(-c2ccccc2)cc1N
→ 25	i	10%	·	2%	1	3.1	·	-0.91	3.5	1457	-6	843	-0.3	9.6	i
CCOC(=O)c1cnc(-c2cccc(OC)c2)[nH]c1=O
→ 24	i	18%	7	17%	1	0.3	749	1.1	3.9	1923	3	1050	-0.6	58	i
Cc1cc2ncc(-c3ccc(Cl)cc3)c(N)n2n1
→ 50	·	0%	-6	3%	1.4	3.3	633	0.61	6.1	1578	·	1000	-1.8	0.2	i
COc1ccc(-c2cc(C(=O)NCCc3ccc(S(N)(=O)=O)cc3)c3ccccc3n2)cc1
→ 39	i	-2%	-4	-3%	1.1	3.1	697	-0.44	2.4	1020	15	1109	2.2	6.2	i
Cc1cccc(NC(=S)NC(C)C(c2cccs2)N2CCN(C)CC2)c1C (stereo not given)
→ 24	·	·	-4	·	·	·	655	-0.09	·	908	·	1347	-0.4	·	i
O=C(Cc1cccs1)N1CCC(c2nc3c(nnn3Cc3ccc(F)cc3)c(=O)[nH]2)CC1
→ 25	i	1%	·	-5%	1.1	1.5	·	-1.6	2.3	1358	6	881	-5.4	5.3	i
O=C(O)COc1ccc(NC(=O)c2ccc(NC(=O)c3ccco3)cc2)cc1
→ 57	i	-11%	-6	-6%	1	1.7	669	-0.31	2.6	1433	-8	931	3.8	10	i
COc1cc(N)n(S(=O)(=O)c2ccc(C)cc2)n1
→ ·	i	0%	0	-2%	1.1	1.7	732	-0.12	4.8	1292	-2	987	3.3	8.7	·
COC(=O)[C@@H](NC(=O)NCc1ccccc1F)C(C)C
→ 27	i	-6%	-13	-2%	1	2.0	714	·	3.2	·	6	1206	-1.8	6.3	i
CCC(=O)NC(c1ccc(OC)c(OC)c1)c1cc(Cl)c2cccnc2c1O (stereo not given)
→ ·	i	12%	-3	41%	1	0.3	628	-1.5	6.3	728	28	871	1.3	23	·
CC(=O)Nc1ccc(S(=O)(=O)Nc2cccc(NC(=O)C(C)(C)C)c2)cc1
→ 38	i	10%	1	8%	1.1	2.8	705	0.89	4.1	1883	-2	1109	-1.5	5.1	i
CC1(C)CC(=O)c2cnc(N3CCc4ccccc4C3)nc2C1
→ 21	i	0%	·	-3%	1.1	1.9	·	1.9	3.1	994	4	1219	-1.1	10.0	i
O=C(c1ccc(N2CCC3(CC2)OCCO3)c([N+](=O)[O-])c1)N1CCOCC1
→ 62	i	12%	10	8%	1	·	707	0.17	·	1203	-18	1114	-0.3	·	i
O=C(COc1ccccc1)Nc1nonc1NC(=O)COc1ccccc1
→ 34	i	0%	13	6%	1.1	1.4	795	-0.3	1.2	1031	-2	·	·	6.3	i
Oc1ccc2ccccc2c1C=NCc1cn2ccsc2n1
→ 16	i	15%	·	47%	0.8	1.5	·	0.03	1.5	912	-13	1106	2.7	5.9	i
CC[C@H](CO)NCCN[C@H](CC)CO
→ 35	i	-5%	10	-5%	1	2.1	740	·	3.2	·	20	545	2.4	5.0	i
CSCCC(NC(=O)c1ccc(Cl)cc1)C(=O)OCC(=O)Nc1ccc(C#N)cc1 (stereo not given)
→ 39	i	24%	-7	12%	1	2.6	675	1.4	8.0	1395	11	1081	0.6	8.7	i
CC1(CCc2ccccc2)NC(=O)N(CC(=O)O)C1=O (stereo not given)
→ 25	·	·	0	·	·	·	660	-0.37	·	1005	·	1318	0.4	·	i
Cc1c(NC(=O)c2cccs2)cccc1C(=O)O
→ 63	i	9%	·	5%	1.1	1.1	·	-0.31	2.1	1499	-2	1316	0.4	4.4	i
Cc1cc(C)cc(NC(=O)C(=O)NCCc2c[nH]c3ccccc23)c1
→ 35	i	11%	0	10%	1.1	3.2	697	0.36	3.3	1256	0	1033	0.3	10	i
O=C(Cn1c2ccccc2c(=O)c2ccccc21)N/N=C/c1ccc(N2CCCC2)c([N+](=O)[O-])c1
→ 47	i	8%	-2	-9%	1	2.5	633	0.29	3.8	1212	26	1025	2.1	2.2	i
COc1cccc2c(=O)c(C(=O)O)c[nH]c12
→ 5	i	6%	-1	8%	1	1.6	773	0.61	2.3	845	-6	1130	-3.8	6.0	i
COc1cccc(C(=O)C2CCCN(C(=O)c3ccc(C#CC(C)(C)O)cc3)C2)c1 (stereo not given)
→ 30	i	1%	-16	-3%	1.1	1.1	714	0.01	0.8	1612	-16	969	-0.8	1.1	i
O=C(O)CC1S/C(=N/N=C/c2ccc(-c3ccc(Cl)c([N+](=O)[O-])c3)o2)NC1=O (stereo not given)
→ 38	i	-9%	-5	12%	1.1	2.5	720	0.3	1.6	1171	-1	1116	0.6	9.6	i
CCN(CC)C(=O)Oc1ccc(NC(C)=O)cc1
→ 33	i	4%	14	3%	1.1	1.7	743	-0.88	4.1	1093	24	1081	-0.1	5.7	i
CC(=O)c1cc(C(C)=O)c(C)nc1C
→ 1	i	4%	10	4%	1.1	2.0	694	0.28	1.8	1284	-29	1115	0.2	3.2	i
O=C(Cn1cnc2c(nnn2Cc2ccc(F)cc2)c1=O)NCc1ccco1
→ 8	i	4%	-3	7%	1.1	16	650	·	5.8	·	8	1159	-0.6	98	i
Cc1ccc(-n2ncc3c(N4CCN(c5ccc(F)cc5)CC4)ncnc32)c(C)c1
→ 45	i	8%	23	8%	1.1	2.8	626	0	3.4	1927	2	1129	2.4	5.3	i
O=C1N=C(N2CCOCC2)S/C1=C\c1ccccc1OS(=O)(=O)c1ccccc1
→ 30	·	·	7	·	·	·	714	-0.37	·	1038	·	1380	-0.1	·	i
C=C(C)c1cccc(C(C)(C)NC(=O)NCc2ccc(OC)cc2)c1
→ 31	i	-10%	2	-7%	1.1	1.9	618	-0.04	1.7	1197	6	497	0.7	0.7	i
Cc1ccc(Nc2c([N+](=O)[O-])ccc3c2=NC2(CCCCC2)N=3)cc1
→ 41	i	28%	·	51%*	0.9	1.7	·	-0.14	2.4	1612	26	1389	-0.1	11	i

In another format: results already given
canonical_smiles	T cell modulator vesicle-bound %	Autophagy mod	PMI inhibitors	Lipid droplet	PMI inhibition	TNAP activators	MT stabilizer Hoechst-high %	Lipid droplet cells 6.5 µM	Ins promoter up	MT stabilizer	Ins promoter up cell count	Autophagy mod cell loss 18 h	b-catenin transl cell count 5 µM	b-catenin transl	MT stabilizer cytotoxicity %	T cell modulator
COc1cccc(C(=O)C2CCCN(C(=O)c3ccc(C#CC(C)(C)O)cc3)C2)c1 (stereo not given)	30	i	1%	-16	-3%	1.1	1.1	714	0.01	0.8	1612	-16	969	-0.8	1.1	i
O=C(Cn1cnc2c(nnn2Cc2ccc(F)cc2)c1=O)NCc1ccco1	8	i	4%	-3	7%	1.1	16	650	·	5.8	·	8	1159	-0.6	98	i

Screening results: PubChem BioAssay, several laboratories
